Screening results (PubChem)
Siah-1 displacement: Siah-1 peptide-binding antagonists, primary screen, biochemical, fluorescence polarization, rhodamine-plectin, uHTS (AID 1817). displacement, % at 20 µM, or IC50 in µM where a hit was titrated. Siah-1 / rhodamine-plectin peptide fluorescence polarization; higher % means a stronger effect. 290,000 compounds, 0.02% hits;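 active means displacement of at least 50% at 20 µM, with a fluorescence ratio check between 0.3 and a set limit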;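 further: plate controls were Siah plus tracer with DMSO for no effect and tracer alone without Siah for full effect; strong numbers were not always called active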
M17LAP inhibition: P. falciparum M17LAP inhibitors, primary screen, biochemical, fluorogenic H-Leu-NHMec substrate, 1536-well (AID 1619); recombinant M17LAP, H-Leu-NHMec fluorogenic kinetic assay; higher % means a stronger effect; one-dose inhibition, % at 30 µM; IC50 in µM for titrated hits; 220,000 compounds, 0.38% hits;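 active means compound inhibiting the enzyme by more than half at any dose during confirmatory dose-response retesting; inconclusive means strong single-dose inhibitors picked by rank but not retested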;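 further: plate controls were full reaction with DMSO carrier for no effect and no enzyme background for full effect; strong numbers were not always called active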
human PMI inhibitors: MPI inhibition at elevated mannose 6-phosphate – biochemical, fluorescence intensity, high mannose 6-phosphate, primary screen (AID 1220). recombinant PMI enzyme, coupled fluorescence intensity; higher % means a stronger effect. one-dose inhibition, % at 20 µM; IC50 in µM for titrated hits. 190,000 compounds, 0.66% hits
TNAP activation fold: stimulation of alkaline phosphatase TNAP activity – biochemical, luminescent, no phosphate acceptor, uHTS, primary screen (AID 1001); 200,000 compounds, 0.03% hits; one-dose activation fold at 20 µM; EC50 in µM for titrated hits; purified TNAP, luminescent activation assay, no phosphate acceptor; higher activation fold means a stronger effect; in the data active means activation fold from about 3, or a potency from the dose series; inactive means the rest, 99 in 100 with activation fold below about 1.6; further: many of its hits are not listed in these tables
human PMI inhibition: inhibitors of human PMI, primary screen, biochemical, fluorescence intensity, coupled assay (AID 1209). purified PMI enzyme, coupled fluorescence intensity; higher % means a stronger effect. inhibition, % at 20 µM, or IC50 in µM where a hit was titrated. 190,000 compounds, 0.42% hits;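 further: plate controls were DMSO vehicle for no effect and wells lacking substrate for full effect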
P. falciparum M1AAP: P. falciparum M1AAP inhibitors, biochemical, fluorogenic H-Leu-NHMec substrate, 1536-well (AID 1445); inhibition, % at 30 µM, or IC50 in µM where a hit was titrated; recombinant M1AAP, H-Leu-NHMec fluorogenic kinetic assay; higher % means a stronger effect; 220,000 compounds, 0.42% hits;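 active means primary inhibition above the hit cutoff, then over 50% inhibition at one or more dose response concentrations, cut at about 23% in these data, passing the limit was not always enough; inconclusive means conflicting primary data, or primary hits not chosen for dose response; inactive means low primary inhibition, or under 50% at every dose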;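 further: plate controls were DMSO full reaction for no effect and no enzyme background for full effect; strong numbers were not always called active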
K1F lysis inhibition: inhibition of K1F phage lysis, E. coli UTI89, bacterial capsule biogenesis inhibitors, alamar blue (AID 488966). E. coli UTI89 K1F phage lysis, alamar blue, 2 h; higher % means a stronger effect. one-dose inhibition, % at 100 µM; IC50 in µM for titrated hits. 340,000 compounds, 0.02% hits;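 active means phage lysis inhibition, versus mean bacterial control, above a set limit; inconclusive means no clear call, values can overlap the other calls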;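 further: capsule biogenesis inhibitors block K1F phage lysis so surviving cells raise fluorescence; higher fluorescence means more inhibition of phage lysis; actives were called in the ten point dose series up to 300 µM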
Lipid droplet: hepatic lipid droplet formation modulation; AML12 mouse hepatocytes, oleate lipid droplets, BODIPY imaging; inhibition, % at 6.5 µM; 240,000 compounds, 0.4% hits; AID 1656;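 active means lipid droplet intensity inhibited by at least 50%, with more than 500 cells counted; inconclusive means wells with under 300 cells, treated as cytotoxic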
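Test system: AML12 mouse liver cells; schedule: overnight exposure; technique: high-content imaging of BODIPY-stained droplets and DAPI nuclei; read-out: % inhibition of corrected integrated BODIPY droplet signal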
XIAP displacement: small molecules displacing peptide from XIAP – biochemical, IAP family, fluorescence polarization (AID 1018); displacement, % at 20 µM; hits with a dose series show IC50 in µM; XIAP BIR domain, fluorescence polarization peptide displacement; higher % means a stronger effect; 200,000 compounds, 0.007% hits; in the data active means displacement above about 50%; further: a part of the inactive calls stands beside numbers as strong as those of hits
Lipid droplet cells 6.5 µM: second read-out of Lipid droplet, no call of its own (marks repeat the call); cell count; measured here: cell count, cytotoxicity flag;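 cells counted across two imaged fields per well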
* = called active by the depositor; ? = inconclusive; · = no result given; & = joins results of further samples; [ ] = dose if it differs, or a comment. Unless noted, no stated cut-off is given here; in the data, active means inhibition above about 50%; inactive means the rest.

SMILES	Siah-1 displacement	M17LAP inhibition	human PMI inhibitors	TNAP activation fold	human PMI inhibition	P. falciparum M1AAP	K1F lysis inhibition	Lipid droplet	Lipid droplet cells 6.5 µM	XIAP displacement
CCC(C)NS(=O)(=O)c1ccc(NC(=O)C(Sc2ccccc2)c2ccccc2)cc1 (stereo not given)	15%	-15%	9%	1.2	18%	-3%	0.4%	28	690	-4.6%
CC(C)(C)c1cc(CN2CCOCC2)c(C(=O)O)o1	0%	-10%	0%	1.1	-3%	-4%	1.5%	-2	634	-4.5%
CC(C)(C)NC(=O)C(c1ccccn1)N(C(=O)c1csnn1)C1CCCC1 (stereo not given)	-1%	9%	·	·	·	2%	0.3%	-37	700	·
CCOC(=O)N1CCc2c(sc(NC(=O)CN3CCOCC3)c2C#N)C1	-4%	2%	·	·	·	4%	·	-14	705	·
O=C(Cc1ccccc1F)Nc1nc(-c2cccnc2)cs1	-3%	8%	24%	1.1	-1%	11%	-2.0%	6	564	-8.1%
CCOC(=O)c1cn(CC(=O)Nc2ccc3c(c2)OCCO3)nn1	0%	12%	2%	1.1	2%	1%	0.0%	0	697	2.8%
CN1CCC(=NNc2ccc(S(=O)(=O)N3CCOCC3)cc2[N+](=O)[O-])CC1	-5%	17%	5%	1.1	14%	7%	15%	-19	521	-4.6%
N/C(=N\OC(=O)CC1CCCCC1)c1ccccc1	5%	20%	-2%	1.1	-6%	8%	5.0%	12	694	4.3%
COC(=O)c1[nH]c2ccc(Cl)cc2c1NC(=O)c1ccccc1[N+](=O)[O-]	7%	0%	-10%	1	-2%	6%	0.2%	2	600	-2.8%
COc1ccc(C2CC(=O)n3c(nc4ccccc43)S2)cc1OC (stereo not given)	0%	-4%	-5%	1	-3%	6%	1.5%	·	·	-6.0%
O=C(CSc1nnc(-c2c[nH]c3ccccc23)n1-c1ccc(F)cc1)NCc1ccco1	7%	8%	12%	1.1	2%	2%	0.1%	0	714	-13%
COc1ccc(-c2csc(Nc3cccnc3)n2)cc1OC	-1%	-2%	-1%	1.1	1%	-8%	0.4%	·	·	-3.5%
COCCNC(=O)C(c1cccs1)N(CCc1ccccc1)C(=O)Cn1nnc2ccccc21 (stereo not given)	2%	-6%	-14%	1	-4%	6%	1.5%	-5	573	-3.3%
Clc1cccc(Cl)c1CON/C=N/c1ncnc2sccc12	2%	15%	16%	1.1	11%	1%	0.3%	-14	648	-2.3%
CC(OC(=O)c1ccc(S(=O)(=O)N(C)c2ccccc2)cc1)C(=O)NCCC1=CCCCC1 (stereo not given)	0%	1%	4%	1	17%	6%	-0.3%	29	668	-3.3%
O=C1NN(c2ccc(Cl)cc2)C(=O)/C1=C\c1ccc(-c2cccc(C(=O)O)c2)o1	73%	?	-15%	0.9	-21%	20%	-2.3%	-4	700	-5.6%
Cc1cc(C(=O)N2CCN(S(C)(=O)=O)CC2)cs1	0%	-2%	-34%	1.1	4%	5%	0.6%	-7	730	-0.7%
Cc1ccc(COc2ccsc2C(=O)NNC(N)=S)cc1	3%	-5%	5%	2.4	-1%	-1%	·	0	704	-3.8%
CC(=O)c1cccc(NC(=S)NC(=O)CC(C)C)c1	5%	0%	-3%	1.1	-4%	13%	13%	4	799	-2.3%
COc1ccc(C(C(=O)NC(C)(C)C)N(Cc2cccs2)C(=O)CCC(=O)Nc2cc(C)on2)cc1 (stereo not given)	0%	5%	9%	1.1	5%	-3%	-0.1%	107*	767*	-5.6%
COc1ccnc(-n2cccc2/C=N/O)c1C#N	-4%	5%	3%	1.1	9%	2%	-0.8%	6	728	-2.8%
CC1Cc2ccccc2N1Cc1cc(=O)n2ccsc2n1 (stereo not given)	10%	4%	-24%	1.1	-31%	-3%	0.5%	6	739	1.9%
COc1ccc(NC(=O)c2nc[nH]c2C(=O)Nc2ccccc2C)cc1	5%	-3%	12%	1.1	9%	-2%	0.0%	·	·	-2.1%
CCC(CC)NC(=O)COC(=O)c1ccc(OCC(=O)Nc2ccccc2OC)c(OC)c1	-1%	-3%	-3%	1.1	7%	-4%	6.5%	-1	756	-4.1%
O=C(NC(=O)c1ccccc1)OCC1CCCN2CCCCC12 (stereo not given)	-1%	2%	-8%	1.2	-7%	13%	0.7%	·	·	-3.1%
O=C(NCCCN1CCCC1=O)c1csc2ccccc12	4%	2%	-3%	1.1	1%	3%	1.5%	-3	730	0.2%
COCCNc1nc2nonc2nc1N1C[C@H]2CC[C@H]1C2	-2%	8%	-2%	1	3%	12%	-0.1%	16	712	-10%
O=[N+]([O-])c1cc(C(F)(F)F)cc([N+](=O)[O-])c1NCCCNc1ccc([N+](=O)[O-])c2cccnc12	-3%	1%	28%	1	6%	-3%	0.2%	36	600	-4.1%
CCCn1c(NCc2ccco2)nc2c1c(=O)n(C)c(=O)n2C	8%	4%	1%	1.1	-8%	-2%	0.2%	-3	706	-2.0%
Cc1ccc(-c2nc(P(=O)(c3ccccc3)c3ccccc3)c(N3CCOCC3)o2)cc1	-7%	18%	2%	1.1	2%	7%	-0.4%	2	655	-19%
COc1ccc(NC(=O)COC(=O)/C=C/C(=O)OCC(=O)Nc2ccc(OC)c(Cl)c2)cc1Cl	0%	15%	-23%	1	-15%	0%	-1.4%	63*	651*	-9.5%
CCOc1nc(Nc2ccc(OC)c(Cl)c2)nc(OCC)n1	4%	3%	3%	1.3	1%	-1%	0.9%	7	767	-5.1%
COc1ccc(NC(=O)CC2Nc3cc(C)c(C)cc3NC2=O)c([N+](=O)[O-])c1 (stereo not given)	-3%	-1%	-7%	1	-6%	5%	0.1%	8	589	-9.5%
O=C(NCc1ccccn1)C1COc2ccccc2O1 (stereo not given)	-1%	8%	8%	1.1	7%	3%	0.5%	·	·	8.2%
CCCCn1nc(NC(=O)c2cccs2)c2cc3cc(OC)ccc3nc21	-1%	-12%	15%	1.2	22%	0%	0.5%	-26	640	-4.8%
COc1ccc2[nH]c(C(=O)NCCc3ccccc3)cc2c1	2%	-4%	·	·	·	1%	·	6	754	·
O=[N+]([O-])c1c(C(Cl)Cl)nn(-c2ccccc2)c1N1CCCC1	4%	11%	10%	1	12%	7%	1.2%	·	·	-1.7%
COc1cccc(CNC(=O)C(=O)NCCc2ccc(OC)c(OC)c2)c1	-8%	2%	3%	1	-5%	3%	2.3%[50 µM]	-6	680	-5.2%
O=C1N=C(C=c2ccc(=Cc3[nH]c(=O)[nH]c3O)cc2)C(=O)N1	4%	3%	·	·	·	7%	·	-1	835	·
CCOC(=O)c1ccc(S(=O)(=O)NCC(c2ccc(N(C)C)cc2)c2c[nH]c3ccccc23)cc1 (stereo not given)	-1%	-1%	10%	1	14%	3%	-0.2%[50 µM]	96*	605*	-5.1%

Profiles as entered above.
O=[N+]([O-])c1c(C(Cl)Cl)nn(-c2ccccc2)c1N1CCCC1 in the list: Siah-1 displacement: 4%; M17LAP inhibition: 11%; human PMI inhibitors: 10%; TNAP activation fold: 1; human PMI inhibition: 12%; P. falciparum M1AAP: 7%; K1F lysis inhibition: 1.2%; Lipid droplet: ·; Lipid droplet cells 6.5 µM: ·; XIAP displacement: -1.7%
CC(OC(=O)c1ccc(S(=O)(=O)N(C)c2ccccc2)cc1)C(=O)NCCC1=CCCCC1 (stereo not given) in the list: Siah-1 displacement: 0%; M17LAP inhibition: 1%; human PMI inhibitors: 4%; TNAP activation fold: 1; human PMI inhibition: 17%; P. falciparum M1AAP: 6%; K1F lysis inhibition: -0.3%; Lipid droplet: 29; Lipid droplet cells 6.5 µM: 668; XIAP displacement: -3.3%

Next entries:
SMILES	Siah-1 displacement	M17LAP inhibition	human PMI inhibitors	TNAP activation fold	human PMI inhibition	P. falciparum M1AAP	K1F lysis inhibition	Lipid droplet	Lipid droplet cells 6.5 µM	XIAP displacement
COc1ccc(O)c(CN2CCN(CCc3ccccc3)C(CCO)C2)c1 (stereo not given)	1%	11%	25%	1	5%	0%	0.5%	-3	660	-3.0%
CC(=O)Nc1ccc(S(=O)(=O)n2cnc3ccccc32)cc1	3%	-3%	-14%	1	-1%	-5%	-0.5%	12	786	-3.7%
CCCCCCNC(=O)C(=O)NCCc1ccc(Cl)cc1	7%	0%	-7%	1.1	-7%	-2%	0.4%	-29	630	-9.1%
CCn1c(SCC(=O)Nc2sc3c(c2C#N)CCCC3)nnc1-c1ccncc1	-4%	24%	-4%	0.4	-7%	6%	3.0%	-14	718	-2.1%
COc1ccc2[nH]cc(C(=O)CN3CCN(C4CCCCC4)CC3)c2c1	1%	18%	12%	1.1	18%	2%	0.6%	·	·	-2.9%
COC(=O)c1ccc(C)c(N(CCO)CCO)c1	2%	1%	0%	1.1	1%	-3%	1.7%	·	·	-4.4%
CCN(CC(=O)NCc1ccc(F)cc1)c1ccc(S(C)(=O)=O)cc1[N+](=O)[O-]	15%	-2%	-3%	1.1	-5%	11%	2.3%	15	732	-3.1%
O=C(CSc1cccs1)Nc1ccc2ccccc2c1	-7%	7%	15%	1	6%	3%	-0.5%	·	·	-5.9%
CC(=O)NCC(=O)OCC(=O)c1ccccc1	0%	-3%	8%	1.1	9%	-5%	-3.0%	-1	791	-5.2%
O=C(Nc1cccnc1)c1ccc(COCC(F)(F)F)cc1	-1%	5%	10%	1.1	-1%	0%	0.1%	-3	622	-2.8%
Cc1cc(C)cc(NC(=O)/C(C#N)=C/c2cn(CC(=O)NCc3ccco3)c3ccccc23)c1	22%	6%	3%	1.1	8%	-1%	8.2%	-8	642	-8.7%
CC(C)CCN(C(=S)Nc1cccc(C(F)(F)F)c1)C(C)c1ccccn1 (stereo not given)	1%	-1%	·	·	·	5%	0.8%	-6	631	·
CCOc1cccc2sc(N(CCN(C)C)C(=O)c3ccc(Br)s3)nc12	1%	-1%	-35%	1.1	-31%	-5%	0.2%	9	752	3.2%
CCOC(=O)c1cc2c(=O)n3ccccc3nc2n(Cc2ccco2)c1=NC(=O)c1ccccc1OCC	4%	-7%	-2%	1	-18%	6%	9.4%	19	721	-5.3%
CCOc1ccc(OCC(=O)Nc2ccc(OC)cc2[N+](=O)[O-])cc1	1%	-5%	10%	1	8%	-5%	0.0%	-1	677	-3.3%
CC1(C)S[C@@H]2[C@H](NC(=O)[C@H](N)c3ccccc3)C(=O)N2[C@H]1C(=O)O	4%	-19%&29%	2%	1.1	2%	6%&-6%	7.8%&-1.0%	17	754	-11%
Cc1coc2c1c(C)cc1oc(=O)c(Cc3ccccc3)c(C)c12	-2%	0%	-12%	1	-12%	9%	5.4%	·	·	-5.2%
